# Tau fluor counter – Counterscreen qHTS for Inhibitors of Tau Fibril Formation, Fluorescence Polarization; tau K18 P301L Alexa594 fluorescence, heparin fibrillization; Potency, µM (top dose mostly 57.7 µM), for the others: top-dose activity change, negative = decrease; 280,000 tested, 0.93% active; also: % is scaled to controls: 0 for no effect and ±100 for the full control effect; nearly all actives have a fitted effect of over 55% in size
#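 Human tau K18 P301L (15 uM unlabeled, 0.24 uM Alexa 594-labeled) in 100 mM sodium acetate pH 7 with 20 uM heparin, 6 hr at 37 C. ThT 30 uM added, 1 hr ambient; Alexa 594 FP and total fluorescence read at 555/632 nm.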
# NPSR antag – qHTS Assay for Antagonists of the Neuropeptide S Receptor: cAMP Signal Transduction; CHO-NPSR cells, cAMP TR-FRET, antagonist mode; Potency, µM (series often up to 38.3 µM), without a hit: at the top dose activity change, negative = inhibition, hits mostly inhibitors; 220,000 tested, 1% active; also: % is scaled to controls: 0 for no effect and ±100 for the full control effect; nearly all actives have a fitted effect of over 50% in size; many of its hits are not listed in these tables
# Target sequence (Q6W5P4 whole entry, looked up): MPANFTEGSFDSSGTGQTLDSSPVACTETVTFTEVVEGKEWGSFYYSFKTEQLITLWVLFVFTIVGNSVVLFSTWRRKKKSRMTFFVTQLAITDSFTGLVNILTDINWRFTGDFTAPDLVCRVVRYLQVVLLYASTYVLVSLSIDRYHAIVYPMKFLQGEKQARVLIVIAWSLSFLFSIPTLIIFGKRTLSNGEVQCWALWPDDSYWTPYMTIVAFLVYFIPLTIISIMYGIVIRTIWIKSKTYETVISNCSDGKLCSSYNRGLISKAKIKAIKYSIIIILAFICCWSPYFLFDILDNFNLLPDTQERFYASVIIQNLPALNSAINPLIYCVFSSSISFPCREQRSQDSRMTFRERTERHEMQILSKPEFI
# Epigenetic derep – Quantitative High-Throughput Screen for Regulators of Epigenetic Control. murine LDR cells, GFP reporter derepression, 30 h. Potency, µM (titrated, usually from 53.9 µM), for inactives: at the highest dose GFP activation, hits mostly activators. 280,000 tested, 0.2% active; also: % of control where 0% means no effect; nearly all actives have a fitted effect of over 60% in size
#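 GFP-positive cell count by laser-scanning cytometry (objects 20–120 um) after 30 h, 37 C compound exposure of murine LDR cells; reporter is CMV-GFP integrated at a silenced locus, inducible by HDAC or DNMT inhibitors.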
# GAA glycogen – qHTS Assay for Inhibitors and Activators of Human alpha-Glucosidase Cleavage of Glycogen | Lysosomal alpha-glucosidase (Homo sapiens), P10253 | recombinant GAA, glycogen substrate, Amplex Red glucose oxidase fluorescence | Potency, µM (highest dose often 76.4 µM), for inactives: top-dose activity change, negative = inhibition, hits mostly inhibitors | 300,000 tested, 0.38% active;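 also: 0% = full enzyme reaction and -100% = no-enzyme basal signal; the screen sought inhibitors and activators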
#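 Natural-substrate format: glycogen cleavage by 4 nM human enzyme, glucose read by Amplex Red coupling (Ex 573, Em 610 nm). Normalized to enzyme and no-enzyme controls.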
# ALDH1A1 inh – qHTS Assay for Inhibitors of Aldehyde Dehydrogenase 1 (ALDH1A1). Aldehyde dehydrogenase 1A1 (Homo sapiens), P00352. Purified ALDH1A1, NADH fluorescence, propionaldehyde substrate. Potency, µM (highest dose often 75.3 µM), for the others: at the top dose activity, negative = inhibition, actives largely listed as inhibitors. 220,000 tested, 7.3% active. AID 1030, 2008; active = well fitted inhibition curve with a large enough effect, not every such curve was filed as active; inconclusive = small, poorly fitted or top-dose-only effect, or another doubt; inactive = no such curve, though single readings can be large or run the other way;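 also: plate controls were no enzyme wells and a reference inhibitor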
# GAA inh – qHTS Assay for Inhibitors of Human alpha-Glucosidase as a Potential Chaperone Treatment of Pompe Disease | Lysosomal alpha-glucosidase (Homo sapiens), P10253 | purified human GAA, 4-MU-alpha-glucoside fluorescence | Potency, µM (doses to about 76.9 µM), without a hit: top-dose activity change, negative = inhibition, actives largely listed as inhibitors | 200,000 tested, 0.005% active | AID 1466, 2008;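 also: plate controls were uninhibited enzyme wells for no effect and no-enzyme background for full effect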
#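 AC50 values come from Hill fits of compound titrations (up to 77 uM) against 4 nM human enzyme. Substrate 4-methylumbelliferyl-alpha-D-pyranoside at 400 uM, pH 5.0 citrate buffer, 20 min room temperature; fluorescence Ex 365/Em 440 after alkaline stop.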
# aGlu spleen mod – qHTS Assay for Inhibitors and Activators of Human alpha-Glucosidase From Spleen Homogenate; Potency, µM (top dose mostly 79.9 µM), for the others: at the top dose activity change, negative = inhibition, most hits filed as inhibitors; human spleen homogenate, 4-MU-alpha-glucoside fluorescence; AID 2112, 2009; 240,000 tested, 0.006% active; Lysosomal alpha-glucosidase (Homo sapiens), P10253;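 also: 0% = enzyme with vehicle and -100% = no enzyme basal signal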
#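 Human spleen homogenate (1 ug) with 4-methylumbelliferyl-alpha-D-glucopyranoside (1 mM final) in 50 mM citrate/phosphate pH 5.0, 0.01% Tween-20; 40 min at 37 C. Stopped at pH 10; 4-MU fluorescence Ex 365/Em 440 nm; AC50 by Hill fit.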
# aGal spleen mod – qHTS Assay for Inhibitors and Activators of Human alpha-Galactosidase From Spleen Homogenate | Potency, µM (doses to about 80 µM), inactives show top-dose activity change, negative = inhibition, usual class: inhibitors | human spleen homogenate, 4MU-alpha-Gal fluorescence, 40 min | Alpha-galactosidase A (Homo sapiens), P06280 | 240,000 tested, 0.008% active;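 also: 0% = enzyme with vehicle and -100% = no enzyme basal signal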
# Target sequence (P06280 32-429 limits assumed): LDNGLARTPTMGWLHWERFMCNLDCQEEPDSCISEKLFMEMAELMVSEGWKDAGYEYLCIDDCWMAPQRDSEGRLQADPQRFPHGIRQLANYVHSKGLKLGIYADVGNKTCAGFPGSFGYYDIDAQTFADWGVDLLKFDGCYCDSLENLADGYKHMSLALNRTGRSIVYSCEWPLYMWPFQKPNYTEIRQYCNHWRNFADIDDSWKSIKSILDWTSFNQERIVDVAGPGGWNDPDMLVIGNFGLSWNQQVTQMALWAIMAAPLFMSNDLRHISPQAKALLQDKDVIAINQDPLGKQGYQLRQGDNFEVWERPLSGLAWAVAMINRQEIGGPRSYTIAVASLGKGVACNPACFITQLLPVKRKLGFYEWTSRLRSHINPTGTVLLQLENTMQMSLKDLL
#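 Inhibition or activation of alpha-galactosidase in human spleen homogenate is scored by 4-MU fluorescence after 40 min at 37C, pH 5.0, with 1 mM substrate. AC50s come from concentration-response fitted to the Hill equation.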
# * marks the source's active call; other numbers are inactive results; ? = inconclusive; · = not tested or not shown; [ ] = another dose, or the depositor's remark. Unless noted, calls follow the shape of the dose curve; as a rule, active = well fitted curve in the direction sought with a large enough effect; inconclusive = small, poorly fitted or top-dose-only effect, or another doubt; inactive = no such curve, though single readings can be large; an effect the other way counts as inactive or inconclusive. Potency is read from the fitted curve at half-maximal effect.
SMILES,Tau fluor counter,NPSR antag,Epigenetic derep,GAA glycogen,ALDH1A1 inh,GAA inh,aGlu spleen mod,aGal spleen mod
COc1ccccc1S(=O)(=O)Cc1ccc(C(=O)NC(C)c2ccc3c(c2)OCCO3)o1 (configuration not stated),-12%,-19%[46.1 µM],-1.9%,1%,4%,-11%,3%,1%
Cc1sc(NC(=O)C2CC=CCC2C(=O)O)c(C(=O)OC(C)C)c1C (configuration not stated),1%,?,1.0%,1%,1%,-2%,-2%,-8%
O=C(c1ccccc1)c1nn(-c2ccc(Cl)cc2)cc1C(=O)c1cc2ccccc2oc1=O,-18%,-14%[46.1 µM],?,-3%,-7%,-13%,-3%,1%
O=C(NCc1ccccn1)C1CCN(S(=O)(=O)N2CCCC2)CC1,0%,-3%[46.1 µM],-1.1%,2%,-5%,-14%,-2%,1%
CCC(NC(=O)c1ccccc1NC(=O)c1ccco1)C(=O)NNC(=O)c1ccc(OC)cc1 (configuration not stated),7%,6%,2.0%,-10%,11%,6%,6%,-6%
Cc1ccc(S(=O)(=O)N2CCCCC2)cc1NS(=O)(=O)c1cccc(C(=O)O)c1,-18%,6%,-1.9%,-2%,?,-4%,0%,-1%
Cc1ccnc(N2CCC(C(=O)Nc3nnc(C)s3)CC2)n1,-5%,-8%[46.1 µM],-2.2%,0%,?,-2%,11%,10%
Cn1c(SCc2cccc(F)c2)nnc1-c1cnccn1,-5%,6%,-1.3%,7%,·,·,2%,-12%
CCSc1ccccc1C(=O)Nc1cccnc1,-1%,8%[46.1 µM],1.0%,2%,11%,2%,-1%,-5%
N#Cc1ccccc1CSc1nc(O)cc(=O)[nH]1,1%,2%[46.1 µM],1.5%,-6%,18%,-5%,0%,13%
Cc1csc(NC(=O)CCCc2cccs2)n1,-19%,-14%,-1.1%,-24%,-7%,0%,-2%,-3%
CCCNS(=O)(=O)c1ccc(CCC(=O)N2CCC(C)CC2)cc1,-14%,-1%[46.1 µM],6.0%,7%,?,-5%,-6%,-2%
CCOC(=O)c1c(C)oc2ccc(NS(=O)(=O)c3ccc4c5c(cccc35)C(=O)N4)cc12,?,-16%[46.1 µM],-0.8%,-11%,4%,-4%,1%,-10%
CCCn1nnc(NC(=S)NC(=O)/C=C/c2ccc(Cl)cc2)n1,-14%,-4%,2.3%,-3%,·,·,-5%,1%
CC(=O)NC(=S)Nc1ccc(NC(=S)NC(=O)c2ccc([N+](=O)[O-])cc2)cc1,14%[0.0958 µM],15%,6.6%,1%,·,·,4%,5%
Cc1cc(NCc2ccco2)n2c(nc3ccccc32)c1C#N,3%,-15%[46.1 µM],17%,0%,?,?,6%,?
CN(CCOc1ccc(CC2SC(=O)NC2=O)cc1)c1ccccn1 (configuration not stated),-11%,·,-0.5%,·,4%,·,-3%,5%
Cc1ccc(SCC(=O)NC(=O)NCCC(C)C)c(C)c1,-7%,-3%,-1.4%,5%,2%,4%,2%,-5%
Cc1ccnc(NC(=O)COC(=O)C23CC4CC(CC(C4)C2)C3)n1,-8%,-4%,2.2%,-1%,-13%,0%,0%,10%
CC(C)C(=O)N1CCN(c2c(Cl)cccc2[N+](=O)[O-])CC1,-6%,2%[46.1 µM],3.1%,-6%,?,-3%,-2%,8%
N#Cc1nc(-c2ccc(Cl)cc2)oc1NCCc1ccccn1,-13%,-11%[46.1 µM],-2.6%,0%,?,-2%,-3%,2%
Cc1cccc(NC(=O)CCNS(=O)(=O)c2cccc3nsnc23)c1,4%,-16%[46.1 µM],6.0%,4%,8%,1%,-24%,9%
Cc1nc(SCC(=O)c2ccc(F)cc2)c([N+](=O)[O-])[nH]1,-5%,8%[46.1 µM],-0.4%,-1%,2%,-5%,-4%,2%
Cc1cc2nc(C)c(Cc3ccccc3)c(=O)n2[nH]1,-4%,-9%[46.1 µM],-1.1%,-3%,?,-3%,1%,-5%
CSc1nsc(NC(=O)Cc2ccccc2)n1,-4%,5%[46.1 µM],0.0%,-2%,?,0%,11%,6%
Cc1ccccc1OCCn1c(CCNC(=O)C(C)C)nc2ccccc21,-9%,-24%[46.1 µM],-0.9%,16%,8%,-1%,-9%,-4%
C=CCNC(=O)c1onc(CSc2cc(C)ccc2C)c1C(=O)O,-3%,-8%[46.1 µM],-0.2%,-8%,?,-1%,-7%,4%
c1ccc(N2CCN(c3cnc4ccccc4n3)CC2)cc1,?,-21%[46.1 µM],-2.0%,?,?,-5%,-5%,6%
C[C@@H]1CCC2[C@](C)(CO)[C@@H](O)CC[C@]2(C)[C@]12CCC(CO)(CCO)O2 (some centres not stated),2%,·,-1.1%,·,8%,·,-4%,-3%
COc1cc(-c2nc(-c3ccccc3)c(-c3cc([N+](=O)[O-])ccc3C)[nH]2)cc(OC)c1OC,?,?,2.4%,-9%,-4%,-7%,-6%,0%
O=[N+]([O-])c1ccc(Sc2cccc3cccnc23)c([N+](=O)[O-])c1,?,3.2µM*,?,2%,0%,0%,2%,-2%
O=C(COc1nncc2ccccc12)Nc1ccc(Br)cc1F,4%,-47%,-0.1%,3%,-1%,-2%,-2%,0%
Cc1ccc(C(=O)OCC(=O)Nc2nc(-c3ccccc3)cs2)cc1NC(=O)c1ccco1,-16%,1%,3.8%,22%,?,?,1%,-3%
COc1ccc(C2CC(=O)c3cnc(Nc4cc(C)cc(C)c4)nc3C2)cc1 (configuration not stated),-17%,?,-1.9%,-4%,?,-10%,-10%,-3%
Cc1scc(C(=O)NNC(=S)NCC(C)C)c1C,-7%,3%,-0.7%,-11%,10%,4%,1%,1%
CC12CN3CC(C)(CN(C1)C3c1ccc(Cl)cc1)C2 (configuration not stated),-2%,-10%,6.5%,-6%,7%,1%,-10%,4%
O=[N+]([O-])c1ccc(Sc2nnnn2-c2ccccc2)nc1,?,14%,-1.1%,4%,22µM*,?,·,-4%
Cc1nn(C)c(C)c1/C=N/N=C1\CCC2C3CCc4cc(O)ccc4C3CCC12C (configuration not stated),-19%,-27%[46.1 µM],1.9%,-8%,19%,-14%,-9%,-10%
COc1ccc(C(C)=O)cc1CSc1ncccn1,0%,5%,-1.5%,-1%,-8%,5%,-3%,-8%
O=C(c1ccc(O)cc1)c1ccc(O)cc1O,-13%,-5%,3.0%,2%,·,4%[15.4 µM],-6%,-12%

# A draw from above in order of molar mass, descending:
SMILES,Tau fluor counter,NPSR antag,Epigenetic derep,GAA glycogen,ALDH1A1 inh,GAA inh,aGlu spleen mod,aGal spleen mod
Cc1ccc(C(=O)OCC(=O)Nc2nc(-c3ccccc3)cs2)cc1NC(=O)c1ccco1,-16%,1%,3.8%,22%,?,?,1%,-3%
Cc1nn(C)c(C)c1/C=N/N=C1\CCC2C3CCc4cc(O)ccc4C3CCC12C (configuration not stated),-19%,-27%[46.1 µM],1.9%,-8%,19%,-14%,-9%,-10%
Cc1cccc(NC(=O)CCNS(=O)(=O)c2cccc3nsnc23)c1,4%,-16%[46.1 µM],6.0%,4%,8%,1%,-24%,9%
Cc1ccccc1OCCn1c(CCNC(=O)C(C)C)nc2ccccc21,-9%,-24%[46.1 µM],-0.9%,16%,8%,-1%,-9%,-4%
C=CCNC(=O)c1onc(CSc2cc(C)ccc2C)c1C(=O)O,-3%,-8%[46.1 µM],-0.2%,-8%,?,-1%,-7%,4%
O=[N+]([O-])c1ccc(Sc2cccc3cccnc23)c([N+](=O)[O-])c1,?,3.2µM*,?,2%,0%,0%,2%,-2%
N#Cc1nc(-c2ccc(Cl)cc2)oc1NCCc1ccccn1,-13%,-11%[46.1 µM],-2.6%,0%,?,-2%,-3%,2%
O=[N+]([O-])c1ccc(Sc2nnnn2-c2ccccc2)nc1,?,14%,-1.1%,4%,22µM*,?,·,-4%
Cc1nc(SCC(=O)c2ccc(F)cc2)c([N+](=O)[O-])[nH]1,-5%,8%[46.1 µM],-0.4%,-1%,2%,-5%,-4%,2%
Cc1scc(C(=O)NNC(=S)NCC(C)C)c1C,-7%,3%,-0.7%,-11%,10%,4%,1%,1%
COc1ccc(C(C)=O)cc1CSc1ncccn1,0%,5%,-1.5%,-1%,-8%,5%,-3%,-8%
CSc1nsc(NC(=O)Cc2ccccc2)n1,-4%,5%[46.1 µM],0.0%,-2%,?,0%,11%,6%

# Next results:
SMILES,Tau fluor counter,NPSR antag,Epigenetic derep,GAA glycogen,ALDH1A1 inh,GAA inh,aGlu spleen mod,aGal spleen mod
CSc1nnc(Cc2cc(=O)[nH]c(=O)[nH]2)n1-c1cc(C)ccc1C,-8%,-9%[46.1 µM],-0.9%,1%,8%,9%,-8%,-6%
CN(CC(=O)NC1CCN(Cc2ccccc2)CC1)S(=O)(=O)c1ccc2c(c1)c(=O)n(C)c(=O)n2C,-10%,14%,-0.1%,-8%,5%,-6%,-2%,6%
O=C(O)Cn1c(SCCOc2ccccc2)nc2ccccc21,5%,1%[46.1 µM],0.0%,1%,-7%,4%,0%,0%
O=C(Cn1nc(C(F)F)cc1C1CC1)NCCC1=CCCCC1,-1%,0%[46.1 µM],2.0%,-3%,4%,4%,-1%,5%
O=C(COC(=O)Cc1ccsc1)NCc1ccc(Cl)cc1,-8%,10%,0.0%,-1%,12%,2%,-2%,5%
CC(=O)c1cc(C#N)c(NCc2cc(-c3ccccc3)no2)nc1C,-7%,-28%,-1.4%,-13%,16%,3%,·,7%
CCc1ccc[n+](-c2nc([O-])sc2C=O)c1,0%,13%,0.3%,2%,·,·,-6%,-9%
CSc1nc(-c2ccccc2)cc(C)c1C#N,3%,1%,3.2%,8%,?,7%,5%,10%

# The list is partial, so the mix of outcomes need not match the whole.
